Tn7 DDE FP: inhibitors of Tn7 peptide binding to human fibrin DD(E) | 0.13% of 370,000 active | P02675 | FP displacement of FITC-Tn7 peptide from fibrin DD(E); 0% = median of compound wells per plate | inhibition, % at 8.3 µM;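 active = inhibition above the mean of compounds falling within the control limits plus 3 SD of them, cut at about 14% in these data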;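 also: 0% = plate median of compound wells and 100% = 10 µM Aha-Tn7 peptide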
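Test system – human fibrin DD(E) · Times – 10 min preincubation, 3 h with tracer, room temperature · Detection – fluorescence polarization of the labelled Tn7 tracer · Measure – percent inhibition normalized to high-control wells · Benchmarks – high control wells with 10 µM unlabelled Aha-Tn7 peptide (full inhibition) · Repeats – singlicate testing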
KLK7 zymogen act: proKLK7 (human) activation, primary screen; P49862; purified proKLK7, EDANS-DABCYL substrate fluorescence; 100% is mature enzyme control, 0% vehicle; activation, % at 7 µM; 0.9% of 370,000 active;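 active = activation above the mean of all tested compounds plus 3 SD, computed per campaign excluding outliers beyond control limits, cut at about 13% in these data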
Target sequence (P49862 whole entry, looked up): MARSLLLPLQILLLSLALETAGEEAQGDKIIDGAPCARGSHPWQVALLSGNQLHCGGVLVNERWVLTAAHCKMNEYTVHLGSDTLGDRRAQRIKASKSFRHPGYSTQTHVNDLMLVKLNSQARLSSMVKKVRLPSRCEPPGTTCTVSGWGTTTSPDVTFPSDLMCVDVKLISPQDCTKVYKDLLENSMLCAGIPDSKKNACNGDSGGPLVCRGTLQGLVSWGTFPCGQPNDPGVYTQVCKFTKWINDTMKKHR
TDP2 absorb: TDP2 (human) inhibition, absorbance primary screen | O95551 | recombinant TDP2, T5PNP hydrolysis, p-nitrophenol absorbance 415 nm | inhibition, % at 12.8 µM | 0.34% of 370,000 active | AID 720702;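 active = inhibition above the mean of all tested compounds plus 3 SD, set per campaign, cut at about 25% in these data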;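 also: 0% = DMSO with enzyme and 100% = buffer with substrate but no TDP2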
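System – recombinant human TDP2 · Quantity – TDP2 enzyme at 120 nM final · Doses – single concentration, 12.8 µM nominal, with 1% DMSO · Incubation – 2 h at 37 °C · Measured by – epi absorbance of p-nitrophenol freed from T5PNP by hydrolysis · Read-out – % inhibition relative to enzyme-containing and enzyme-free wells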
ADAM10 inh: inhibitors of human ADAM10; O14672; recombinant ADAM10, EDANS/DABCYL FRET peptide cleavage, 3 h; inhibition, % at 7 µM; 0.62% of 370,000 active; AID 720582;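 active = inhibition above a per-campaign cutoff equal to the mean of compounds falling between control-based bounds plus 3 SD, cut at about 20% in these data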;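 also: 0% = DMSO wells while the 100% control is not disclosed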
Target sequence (O14672 214-748 limits assumed): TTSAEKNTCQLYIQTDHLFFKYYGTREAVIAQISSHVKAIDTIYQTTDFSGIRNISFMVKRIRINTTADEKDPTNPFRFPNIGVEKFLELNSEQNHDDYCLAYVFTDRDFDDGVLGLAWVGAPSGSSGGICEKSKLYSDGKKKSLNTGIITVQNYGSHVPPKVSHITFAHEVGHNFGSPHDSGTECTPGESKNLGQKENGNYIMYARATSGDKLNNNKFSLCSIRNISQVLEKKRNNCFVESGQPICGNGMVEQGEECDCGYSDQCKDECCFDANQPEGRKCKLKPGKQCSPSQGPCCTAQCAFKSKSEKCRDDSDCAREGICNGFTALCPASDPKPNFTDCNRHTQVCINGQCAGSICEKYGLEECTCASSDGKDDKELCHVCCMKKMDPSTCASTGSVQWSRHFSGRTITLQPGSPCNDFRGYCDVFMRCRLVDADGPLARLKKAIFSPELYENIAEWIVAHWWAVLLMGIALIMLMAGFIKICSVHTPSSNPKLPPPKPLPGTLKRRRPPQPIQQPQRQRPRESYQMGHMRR
ASAP1 GAP inh: blocks human ASAP1-stimulated Arf1 GTP hydrolysis; Q9ULH1; GDP FP detection; inhibition, % at 16.5 µM; 0.19% of 360,000 active; AID 624377; in the data active = inhibition above about 25%;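 also: 0% = vehicle with enzyme and substrate and 100% = no enzyme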
PLCg1 inh: inhibitors of human phospholipase C gamma1 | purified PLC-gamma1, fluorogenic substrate, fluorescence | inhibition, % at 12.2 µM | AID 720700 | P19174 | 0.84% of 370,000 active; in the data active = inhibition above about 9.5%
ADAM17 inh: inhibitors of human ADAM17 | P78536 | recombinant ADAM17, EDANS/DABCYL FRET peptide cleavage | inhibition, % at 6.95 µM | 0.83% of 370,000 active | AID 720648;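 active = inhibition above the mean of compounds lying between control limits plus 3 SD, set per campaign, cut at about 8.5% in these data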;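 also: 0% = DMSO-only wells as the low control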
ARFGAP1 inh: rat ARFGAP1 inhibition; Arfgap1-stimulated ARF1 GTP hydrolysis, GDP FP detection; AID 651572; 0.26% of 360,000 active; inhibition, % at 16.5 µM;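 active = inhibition above a per-plate limit, mean inhibition of low control wells plus 3 SD, cut at about 25% in these data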;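 also: 0% = DMSO wells with enzyme and 100% = wells lacking Arfgap1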
Target sequence (Q62848 1-136 limits assumed): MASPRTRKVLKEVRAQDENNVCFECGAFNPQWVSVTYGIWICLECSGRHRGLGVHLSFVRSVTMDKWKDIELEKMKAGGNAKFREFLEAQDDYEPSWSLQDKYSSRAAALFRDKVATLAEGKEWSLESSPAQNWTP
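material = rat Arfgap1 catalytic domain, aa 1-136 | also added = human ARF1(Δ1-17)-GTP substrate | compound dosing = one concentration, 16.5 µM, DMSO 1.26% | times = GTP hydrolysis reaction 2 h at 25 °C | measured by = FP, GDP Alexa 633 tracer displaced from anti-GDP antibody, 620/688 nm | evaluation = percent inhibition of Arfgap1-stimulated GTP hydrolysis | replication = single well per compound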
LEDGF integ inh: blocks HIV-1 LEDGF/p75-dependent DNA integration; TR-FRET IN-LEDGF/p75 DNA integration, Eu/Cy5; inhibition, % at 3.7 µM; 0.64% of 370,000 active;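 active = inhibition above the screen-wide mean plus 3 SD, cut at about 13% in these data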;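 also: signal is the Cy5 over europium emission ratio at 671 and 618 nm; 0% = plate median of compound wells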
DDE Tn6 FP inh: DD(E)-Tn6 binding inhibition, primary FP screen; P02675; Fibrin DD(E) TRITC-Tn6 fluorescence polarization displacement; inhibition, % at 8.3 µM; 0.21% of 370,000 active; AID 720509;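 active = inhibition above a per-campaign cutoff: mean of compounds within control limits plus 3 SD, cut at about 15% in these data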;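 also: 0% = median of all compound wells on the plate and 100% = blocking peptide control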
* marks the source's active call; other numbers are inactive results; & = joins results of further samples.

cpd	Structure	Tn7 DDE FP	KLK7 zymogen act	TDP2 absorb	ADAM10 inh	ASAP1 GAP inh
1	CC(C)c1ccc([C@@H]2O[C@H](CCc3ccccc3)CC3=C2C(=O)OC(C)(C)O3)cc1	3	0.4	10	-4	-2
2	COc1ccc(-c2cn3c(C)c(C(=O)N4CCCc5ccccc54)sc3n2)cc1	6	-0.2	12	-1	-13
3	O=C(COc1cccc(F)c1)N[C@@H](Cc1ccccc1)c1nc2ccccc2[nH]1	-3	-0.7	-7	-2	-1
4	O=C(O)CSc1nc2c(c(C(F)(F)F)n1)CCCC2	-5&-5	0.1&-0.4	10&-2	-2&-10	-10&-4
5	O=C(CN1C(=O)c2cccnc2Oc2ccc(Cl)cc21)N1CCCC1	3	-0.2	3	-6	1
6	CCn1c(COc2ccc(=O)n(-c3ccccc3)n2)nnc1SCC(=O)OC	-7	0.0	-10	3	-3
7	CCC1C(=O)C(C)(C)C(=O)OC1c1ccc([N+](=O)[O-])cc1 (configuration not stated)	2	0.2	-4	-7	3
8	COc1ccc(Cn2c(-c3ccc(Cl)cc3)c[n+]3ccccc23)cc1	-5	-0.1	-11	-10	8

cpd	PLCg1 inh	ADAM17 inh	ARFGAP1 inh	LEDGF integ inh	DDE Tn6 FP inh
1	1	-3	6	-3	-8
2	2	2	-6	2	4
3	-2	0	-1	-1	-9
4	-2&1	-5&1	11&0	-2&-5	2&-5
5	-2	-2	3	4	16*
6	2	-1	3	3	4
7	-3	-2	-2	-4	0
8	2	-3	-1	5	-2

Carrying on.
cpd	Structure	Tn7 DDE FP	KLK7 zymogen act	TDP2 absorb	ADAM10 inh	ASAP1 GAP inh
9	O=C(CCCSc1nc2ccccc2c(=O)[nH]1)c1ccc(F)cc1	0	-0.6	-1	-6	8
10	Cc1ccccc1N=CC=C1OC(C)(C)C(C)(C)O1	-4	-3.9	-11	-90	-2
11	O=C(CCc1ccc(S(=O)(=O)N2CCOCC2)cc1)NCCCN1CCCC1=O	-4	0.3	-3	-1	8
12	COC(=O)c1cc2c(c3c4cc(F)ccc4n(S(=O)(=O)c4ccccc4)c13)C(=O)N(Cc1ccco1)C2	9	-1.4	-3	-8	-5
13	Cc1cc(C)c2c(N=NN(C)C)[nH]nc2n1	-3	0.1	5	-9	-5
14	CCOC(=O)C1CCCN(c2cc(NCCCO)c([N+](=O)[O-])c3nonc23)C1 (configuration not stated)	-2	0.8	-12	0	-2
15	COc1ccc(-n2c(SCCNCCO)nc3sc4c(c3c2=O)CCCC4)cc1	0	0.0	-5	1	9
16	COc1ccc(NS(=O)(=O)c2ccc3c(c2)N(C(C)=O)CCS3)cc1	-8	-0.1	-1	3	5

cpd	PLCg1 inh	ADAM17 inh	ARFGAP1 inh	LEDGF integ inh	DDE Tn6 FP inh
9	-3	-4	-6	-2	-2
10	-29	-28	-5	-1	7
11	3	-3	8	5	0
12	-20	-4	5	1	-1
13	-4	-2	-12	-1	2
14	-18	-2	-3	-7	-1
15	2	4	32*	1	-7
16	2	-1	-3	2	-5

(cont.)
cpd	Structure	Tn7 DDE FP	KLK7 zymogen act	TDP2 absorb	ADAM10 inh	ASAP1 GAP inh
17	O=C(Cn1cc2c(n1)CCCCC2)Nc1c(F)cc(F)cc1Br	2	-0.2	20	0	7
18	CC1CCCCN1C(=O)C1CCN(c2nc(-c3ccccc3)nc3c2CCC3)CC1 (configuration not stated)	-3	-0.1	5	2	-5
19	CCc1nc2ccc(C(=O)NCCNC(C)=O)cn2c1N(C)CCCc1ccccc1	0	0.4	-6	-12	-8
20	CCOc1ccccc1NC(=O)CCc1nnc2ccc(NCc3ccco3)nn12	-2	-0.1	7	0	1
21	CCN(CC)CCNC(=O)NC(=O)c1ccc(Cl)cc1	2	0.0	-2	-7	-2
22	Cc1cccc2nc(CSc3nc4ccc([N+](=O)[O-])cc4[nH]3)c(Br)n12	-2	0.0	-5	-1	2
23	O=C(CSc1nc(-c2cccs2)nc2ccccc12)NC1CCS(=O)(=O)C1 (configuration not stated)	-5	0.7	14	-28	-9
24	CC(=O)Oc1ccc(Nc2ccccc2)cc1	-2	0.0	-3	3	13

cpd	PLCg1 inh	ADAM17 inh	ARFGAP1 inh	LEDGF integ inh	DDE Tn6 FP inh
17	1	-1	4	0	17*
18	0	0	9	0	5
19	-4	-7	2	-1	1
20	-4	-1	6	2	-3
21	0	-3	16	-4	-1
22	0	-1	17	4	-1
23	-14	-8	-3	4	10
24	2	-1	13	1	-2

(cont.)
cpd	Structure	Tn7 DDE FP	KLK7 zymogen act	TDP2 absorb	ADAM10 inh	ASAP1 GAP inh
25	COCCn1c(=O)[nH]c2cc(C(=O)NCCCN3CCN(c4ccc(F)cc4)CC3)ccc2c1=O	0	-5.2	-8	-102	13
26	COc1ccc(OC)c(NS(=O)(=O)c2ccc(NC(=O)C3COc4ccccc4O3)cc2)c1 (configuration not stated)	-1	-0.5	-1	10	1
27	O=C(Nc1ccc(Cl)c(S(=O)(=O)Nc2ccccc2Cl)c1)c1cccs1	8	-0.1	4	14	8
28	COc1ccccc1NC(=O)Nc1nc(CC(=O)N2CCN(c3ccccc3OC)CC2)cs1	-2	0.9	3	8	-5
29	O=C(CN1C(=O)C2CC=CCC2C1=O)Nc1nnc(SCc2ccc(Cl)cc2)s1 (configuration not stated)	1	-0.3	-16	12	6
30	CCCCCc1nnc(NS(C)(=O)=O)s1	-5	-0.9	-4	4	-13
31	Clc1ccc(-n2cccc2)cn1	5	-0.3	2	-6	10
32	CCCCCCCCN1C(=O)[C@H](CC(=O)N2CCN(C(=O)c3ccco3)CC2)C[C@@]2(C(=O)OCC)CCCC=C12	-5	0.2	5	7	-2

cpd	PLCg1 inh	ADAM17 inh	ARFGAP1 inh	LEDGF integ inh	DDE Tn6 FP inh
25	-51	-30	5	4	-8
26	-1	5	10	-1	2
27	2	3	3	-4	-12
28	0	3	13	1	-3
29	1	8	-9	3	-8
30	-3	-3	9	0	-1
31	1	-2	-3	-1	6
32	3	-1	-4	0	-3

Given with bars between the fields: entries from further up.
item | Structure | Tn7 DDE FP | KLK7 zymogen act | TDP2 absorb | ADAM10 inh | ASAP1 GAP inh | PLCg1 inh | ADAM17 inh | ARFGAP1 inh | LEDGF integ inh | DDE Tn6 FP inh
20 | CCOc1ccccc1NC(=O)CCc1nnc2ccc(NCc3ccco3)nn12 | -2 | -0.1 | 7 | 0 | 1 | -4 | -1 | 6 | 2 | -3
21 | CCN(CC)CCNC(=O)NC(=O)c1ccc(Cl)cc1 | 2 | 0.0 | -2 | -7 | -2 | 0 | -3 | 16 | -4 | -1
22 | Cc1cccc2nc(CSc3nc4ccc([N+](=O)[O-])cc4[nH]3)c(Br)n12 | -2 | 0.0 | -5 | -1 | 2 | 0 | -1 | 17 | 4 | -1
23 | O=C(CSc1nc(-c2cccs2)nc2ccccc12)NC1CCS(=O)(=O)C1 (configuration not stated) | -5 | 0.7 | 14 | -28 | -9 | -14 | -8 | -3 | 4 | 10
24 | CC(=O)Oc1ccc(Nc2ccccc2)cc1 | -2 | 0.0 | -3 | 3 | 13 | 2 | -1 | 13 | 1 | -2

Remaining list, next part.
cpd	Structure	Tn7 DDE FP	KLK7 zymogen act	TDP2 absorb	ADAM10 inh	ASAP1 GAP inh
33	Cc1ccc(NC(=O)Cn2nnc(C(=O)NCc3ccccc3)c2N)cc1C	2	-0.8	1	9	-9
34	CCc1c(C)sc(NC(=O)c2cc(C)no2)c1C#N	-10	-0.1	-5	-6	3
35	CC(C)n1c(=O)[nH][nH]c1=S	2	0.4	3	1	3
36	O=C(COc1nc2ccccc2nc1N1CCOCC1)NCC(F)(F)F	-1	0.8	-6	-8	13
37	COc1cc(-c2cc(=O)c3ccccc3o2)ccc1O	-2	4.1	5	-22	-9
38	COc1cccc(NC(=O)CN(C)CC(=O)NC(C)c2ccccc2)c1 (configuration not stated)	-5	-0.2	-6	3	-8
39	COc1ccc2c(=O)c3c(=O)n(Cc4ccco4)c(-c4cc(OC)c(OC)c(OC)c4)nc3oc2c1	-3	-0.3	0	-2	5
40	CCOC(=O)c1ccc(NC2=CC(=O)CC(c3ccco3)C2)cc1 (configuration not stated)	4	-0.1	6	-1	8

cpd	PLCg1 inh	ADAM17 inh	ARFGAP1 inh	LEDGF integ inh	DDE Tn6 FP inh
33	11*	1	4	-4	2
34	-1	-1	-3	-3	2
35	-1	-5	-3	-5	1
36	6	2	14	-5	7
37	-287	-7	-2	1	-4
38	4	-1	10	3	-5
39	1	0	0	3	1
40	-11	-2	20	-3	-6

New compounds follow.
cpd	Structure	Tn7 DDE FP	KLK7 zymogen act	TDP2 absorb	ADAM10 inh	ASAP1 GAP inh
41	Cc1ccc(NC(=O)C(C)SCc2nc3sc4c(c3c(=O)[nH]2)CCCC4)nc1 (configuration not stated)	2	-2.6	-8	-156	-10
42	O=C(/C=C/c1ccccc1[N+](=O)[O-])NCc1ccc(Cl)cc1	-7	-0.3	-4	-2	4
43	O=c1oc2cc(OCc3ccc(C(F)(F)F)cc3)ccc2cc1-c1ccccn1	-4	-2.2	-8	-30	-18
44	CC(CCc1ccco1)NC(=O)Cn1ncc2c(=O)oc3ccccc3c21 (configuration not stated)	15*	0.2	7	-6	0
45	COc1ccc(CNC(=O)C2=C(C)C(=O)OC23CCC(C)CC3)cc1 (configuration not stated)	-1	-0.2	7	1	5
46	Cc1ccccc1NC(=S)N/N=C1\CC(C)(C)Oc2ccc(O)cc21	-3	-12	-6	-78	10
47	COc1cc(OC)cc(C(=O)NNC(=O)c2ccc(-n3cncn3)c([N+](=O)[O-])c2)c1	-9	-0.7	1	-5	-5
48	COc1ccc(-c2nc(CS(=O)(=O)CC(=O)NCc3ccc(F)cc3)c(C)o2)cc1	-5	0.0	-9	-14	14
49	Cc1nnc(SCc2ccc(C(=O)c3ccc(Cl)cc3)o2)n1-c1ccccc1	-4	0.4	3	0	-9
50	COC(=O)c1c(C)[nH]c(C(=O)OCC(=O)c2c(N)n(CC(C)C)c(=O)n(C)c2=O)c1C	-8	0.1	-7	-12	-4
51	COc1ccc(C(=O)COc2ccc(NC(C)=O)cc2)cc1	7	-0.9	13	-5	4

cpd	PLCg1 inh	ADAM17 inh	ARFGAP1 inh	LEDGF integ inh	DDE Tn6 FP inh
41	-43	-45	-1	2	-1
42	2	-1	11	0	-4
43	-10	-13	1	2	-3
44	-3	0	8	2	-6
45	-5	-2	3	0	3
46	-77	-18	1	-2	3
47	1	2	2	4	-4
48	-5	-1	1	-2	2
49	3	1	-4	2	5
50	0	2	1	0	-3
51	-1	-3	7	0	-1

Screening results from PubChem BioAssay.
